Screening results as filed in PubChem.
S1P4 antag – blocks the human S1P4 receptor; O95977; S1P4-expressing cells, antagonist mode, reporter read-out; inhibition, % at 4.98 µM; 220,000 tested, 0.26% active; in the data active = inhibition above about 29%;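 also: 0% = wells stimulated with agonist and 100% = vehicle wells without agonist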
BaF3 parental – counter-screen for JAK2V617F inhibitors: parental Ba/F3 viability inhibitors; 220,000 tested, 1.1% active; inhibition, % at 5.6 µM; CellTiter-Glo ATP luminescence;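 active = inhibition above a per-campaign cutoff, the mean inhibition of all tested compounds plus 3 SD, cut at about 27% in these data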;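 also: 0% = DMSO wells and 100% = JAK Inhibitor I control wells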
S1P4 agonist – human S1P4 receptor agonism; O95977; 220,000 tested, 0.35% active; S1P4-expressing cell line, agonist reporter assay; activation, % at 4.98 µM; in the data active = activation above about 11%;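 also: 0% = DMSO vehicle and 100% = reference agonist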
NPY-Y1 PAM-ag – potentiators or agonists of human neuropeptide Y receptor Y1. NPY-Y1 expressing cells, potentiator/agonist activation. activation, % at 3.6 µM. P25929. 220,000 tested, 0.37% active; in the data active = activation above about 33%, passing the limit was not always enough;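 also: cells stimulated with NPY at EC10 then isoproterenol at EC100; 0% = low agonist plus stimulus and 100% = saturating agonist plus stimulus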
NPY-Y1 antag – NPY-Y1 (human) receptor antagonism. P25929. HEK293-CNG Y1 cells, membrane potential fluorescence; NPY at EC95, then isoproterenol. 200,000 tested, 1% active. inhibition, % at 3.6 µM;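 active = inhibition above the campaign mean inhibition of all tested compounds plus 3 SD, cut at about 20% in these data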;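 also: 0% = DMSO wells given NPY plus isoproterenol and 100% = isoproterenol alone without NPY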
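material = HEK293 cells with Y1 receptor plus CNG channel | also added = NPY 25 nM then isoproterenol 1 µM plus Ro 20-1724 25 µM | schedule = dye 3 h, compound 60 min room temperature, stimulation 45 min | measured by = membrane potential fluorescence | benchmarks = high control isoproterenol alone, low control NPY with isoproterenol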
NPY-Y2 PAM-ag – potentiators or agonists of human neuropeptide Y receptor Y2; P49146; cells expressing NPY-Y2, potentiator/agonist read-out; activation, % at 3.6 µM; 220,000 tested, 0.45% active; AID 1359; in the data active = activation above about 27%;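 also: cells stimulated with NPY near EC25 plus isoproterenol at EC100; 0% = vehicle plus submaximal agonist and 100% = vehicle plus saturating agonist; some results beyond the cut were filed as inactive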
Target sequence (P49146 whole entry, looked up): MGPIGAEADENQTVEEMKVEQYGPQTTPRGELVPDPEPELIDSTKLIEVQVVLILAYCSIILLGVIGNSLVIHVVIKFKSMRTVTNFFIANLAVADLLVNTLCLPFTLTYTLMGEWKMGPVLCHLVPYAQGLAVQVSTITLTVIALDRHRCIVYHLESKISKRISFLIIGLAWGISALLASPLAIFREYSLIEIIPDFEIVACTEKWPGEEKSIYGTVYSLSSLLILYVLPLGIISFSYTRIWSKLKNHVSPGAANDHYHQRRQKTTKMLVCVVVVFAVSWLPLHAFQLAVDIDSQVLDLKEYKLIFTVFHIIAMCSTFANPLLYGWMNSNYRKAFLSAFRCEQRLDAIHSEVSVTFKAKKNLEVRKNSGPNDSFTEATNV
NCF1 inh – blocks human p47phox regulatory protein of NADPH oxidases; P14598; p47phox/p22phox peptide binding, fluorescence polarization, 2 h; inhibition, % at 24.7 µM; 220,000 tested, 0.53% active;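 active = inhibition above about 30%, limit read from the data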;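 also: 0% = p47phox with labelled peptide and 100% = labelled peptide alone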
Target sequence (P14598 whole entry, looked up): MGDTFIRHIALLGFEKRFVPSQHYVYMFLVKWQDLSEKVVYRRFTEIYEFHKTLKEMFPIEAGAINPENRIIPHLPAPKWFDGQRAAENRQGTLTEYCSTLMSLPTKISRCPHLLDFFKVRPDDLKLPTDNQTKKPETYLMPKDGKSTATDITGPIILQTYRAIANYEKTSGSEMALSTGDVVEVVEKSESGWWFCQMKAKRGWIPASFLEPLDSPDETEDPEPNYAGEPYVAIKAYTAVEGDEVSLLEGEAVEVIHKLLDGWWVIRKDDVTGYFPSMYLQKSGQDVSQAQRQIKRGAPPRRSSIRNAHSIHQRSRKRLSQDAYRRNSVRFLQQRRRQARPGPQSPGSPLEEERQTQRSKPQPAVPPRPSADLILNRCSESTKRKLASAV
Ba/F3 V617F tox – loss of viability in JAK2V617F-driven Ba/F3 cells; 220,000 tested, 1.1% active; Ba/F3 EpoR-JAK2V617F viability, ATP luminescence; inhibition, % at 5.6 µM; AID 1446;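 active = inhibition above the campaign mean plus 3 SD over all tested compounds, cut at about 24% in these data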;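 also: cytokine-independent growth of Ba/F3 cells driven by EpoR plus mutant JAK2; 0% = DMSO-treated cells and 100% = JAK inhibitor I control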
CHOP inhibitor – blocks CHOP induction under ER stress; 220,000 tested, 3.8% active; AID 2732; CHO-K1 CHOP-promoter luciferase, tunicamycin-induced, 15-18 h; inhibition, % at 10 µM;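 active = compounds that reduced the stress-induced luciferase reporter signal by more than about 70% of percent inhibition, limit read from the data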;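 also: 0% = tunicamycin plus vehicle and 100% = wells without tunicamycin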
Starred values were filed as active, the others as inactive; / = not tested or not shown.

SMILES	S1P4 antag	BaF3 parental	S1P4 agonist	NPY-Y1 PAM-ag	NPY-Y1 antag	NPY-Y2 PAM-ag	NCF1 inh	Ba/F3 V617F tox	CHOP inhibitor
O=C1N2CCCc3cccc(c32)C12Nc1ccccc1S2 (stereo not given)	0	2	0.3	10	-5	8	-1	-2	22
COc1cc(/C=C/C(=O)NCc2cccnc2)cc(OC)c1OC	-26	1	-1.4	-12	3	6	-9	-2	-13
O=C(c1cccnc1)N1CCc2ccccc21	-21	2	-0.1	10	-9	6	-10	-2	30
Nc1csnc1C(=O)O	-7	12	0.6	-5	-1	0	-8	2	-4
CCCCCCOc1ccc(-c2ccc(C#N)cn2)cc1	-3	-1	-0.5	22	0	-2	-2	-4	74*
CNC(=O)CSc1nc(-c2ccccc2)c(-c2ccccc2)o1	-4	2	0.1	18	-4	4	-6	0	11
CCc1ccc(CC)c(S(=O)(=O)Nc2ccc(O)c(C(=O)O)c2)c1	-3	2	-0.3	7	18	-8	-6	-2	32
O=C(O)CC/C(=N/NC(=O)CNC(=O)Cc1ccccc1)c1ccccc1	0	2	0.4	-15	/	-19	-2	1	-12
Cn1c(NC(=O)/C=C/c2ccco2)cc(=O)n(C)c1=O	-7	2	0.9	-9	-2	0	-13	0	-15
N#Cc1ccccc1NC(=O)c1ccccc1OCC(=O)Nc1ccc2c(c1)oc1ccccc12	-6	4	-2.3	-3	1	-7	/	0	/
Cc1ccccc1NC(=O)C1C2/C=C\CCCCC21 (stereo not given)	-13	4	2.0	11	6	-10	-3	-1	15
S=C(Nc1ccc(Oc2ccccc2)cc1)NC1CCCC1	-2	8	-0.9	15	-2	6	-15	4	3
COc1ccc(CC(=O)NC(C)c2nnc(SCC(=O)Nc3ccccc3)n2C)cc1 (stereo not given)	17	2	-0.2	3	-4	-6	-5	-2	17
Cc1cccc(C(=O)NNC(=O)C(=O)NC(C)(C)C)c1	-11	1	3.4	11	1	2	-1	1	-20
Cc1ccc(-c2cc(C(F)(F)F)c(C#N)c(SCCC#N)n2)o1	-1	0	4.6	17	4	10	-13	-4	-11
O=C(Cn1cc(/C=N/NC(=O)c2cccc(C(F)(F)F)c2)c2ccccc21)Nc1ccc(F)cc1	0	7	-0.5	6	0	-5	1	5	65
CCc1ccccc1N1CN(Cc2ccco2)CNC1=S	-5	-2	-0.6	12	/	0	-5	-2	-7
NCCOc1cnn(-c2ccccc2Cl)c(=O)c1Cl	-9	0	-0.1	5	4	3	-10	-5	-25
O=C(NC(=O)N1CCCC1)c1csnn1	-13	0	1.3	-10	/	-1	-8	-2	0
CCC(=O)C1=C(O)C(c2cccc(Oc3ccccc3)c2)CCC1=O (stereo not given)	-23	10	0.4	-8	0	-17	-1	2	36
C/C(=N\NC(=O)C(N)=O)c1ccc(O)cc1O	-3	-2	-0.2	-2	2	3	0	-1	3
O=C(CC12CC3CC(CC(C3)C1)C2)N1CCOCC1	1	0	0.3	-3	1	7	-18	-4	60
COCc1cc(/C=N\NC(=O)Cc2ccc(OC)cc2)ccc1OC	-4	7	0.1	-42	-3	1	-7	1	17
COc1ccc(CN2CCN(C(C)C)C(CCO)C2)cc1Cn1cccn1 (stereo not given)	4	2	-0.9	-6	-2	6	-3	-2	4
CN(C)CC(c1ccccc1)c1ccccc1	-3	2	0.8	18	/	-13	-11	-2	14
CCC(=O)NCCc1nc2cc(NC(=O)c3cccs3)ccc2n1C	-7	6	-2.0	19	0	-5	1	-3	25
Cc1c(S(=O)(=O)Nc2ccc3c(c2)OCCO3)c(=O)n(C)c(=O)n1C	-11	2	-0.5	-17	-2	8	-5	-2	-2
O=C(NNC(=O)c1cnccc1C(F)(F)F)c1ccccc1	-7	0	0.0	6	/	-6	21	-2	6
O=C(NCCC1=CCCCC1)c1coc(=O)c(Br)c1	-6	0	1.4	22	-8	6	-7	8	50
O=C(NCC1CCCO1)/C(=C/c1cn(-c2ccccc2)nc1-c1cccnc1)NC(=O)c1ccccc1 (stereo not given)	-11	14	0.7	-4	-4	-9	4	6	-6
O=C(COC(=O)c1cc(-c2ccncc2)nc2ccccc12)Nc1ccc2c(c1)OCO2	-8	10	-1.4	-4	3	9	-10	3	-27
CC(O)CNC(=O)c1ccc(-c2nn(C)c(=O)c3ccccc23)cc1 (stereo not given)	1	3	-0.7	1	4	1	-8	1	9
O=C(NN(C(=O)c1ccccc1)c1ccccc1)c1ccccc1	-6	-2	0.7	0	/	-5	-8	1	14
Cc1cc(C)c(S(=O)(=O)Nc2ccc[nH]c2=O)c(C)c1	-9	6	0.2	-8	0	-4	-1	2	6
COc1ccccc1NC(=O)COc1cccc(-n2cnnn2)c1	-24	3	3.0	-9	19	-14	-13	-3	55
COc1ccc(S(=O)(=O)Nc2ccc(C)cc2)cc1N(C)S(=O)(=O)c1ccc(Cl)cc1	-9	0	1.2	40	-1	7	-11	-3	24
CCOc1ccc(-c2nnc3sc(-c4c(OC)cccc4OC)nn23)cc1	-26	5	2.4	-6	2	-18	/	6	/
COc1ccccc1N1CCN(C(=O)c2oc3cc(C)c(C)cc3c2C)CC1	-12	8	-0.4	-4	4	-7	-14	2	60
Cc1c(F)cccc1NC(=O)CCC(=O)O	-5	-1	-3.0	-3	-2	15	1	-5	-14
COc1ccc(Cc2noc(CN(C)CCN3CCc4ccccc4C3)n2)cc1OC	-16	0	0.6	-17	0	2	5	-1	25

Printed as active in CHOP inhibitor (from the list above):
SMILES	S1P4 antag	S1P4 agonist	NPY-Y1 PAM-ag	NPY-Y1 antag	NPY-Y2 PAM-ag	NCF1 inh	CHOP inhibitor
CCCCCCOc1ccc(-c2ccc(C#N)cn2)cc1	-3	-0.5	22	0	-2	-2	74*

Remaining list, next part
SMILES	S1P4 antag	BaF3 parental	S1P4 agonist	NPY-Y1 PAM-ag	NPY-Y1 antag	NPY-Y2 PAM-ag	NCF1 inh	Ba/F3 V617F tox	CHOP inhibitor
COc1ccc(-n2c(CN3CCN(Cc4ccccc4)CC3)nc3ccc([N+](=O)[O-])cc3c2=O)c(OC)c1	-5	2	1.9	-7	4	8	-6	-1	28
CCc1ccc(CNCc2ccc(OCC(O)CN(C)Cc3ccccc3)cc2)nc1 (stereo not given)	-16	1	2.7	-7	26*	-19	5	-1	27
CC(C)(C)C1CCC(=NNC(=O)C(=O)NCc2ccco2)CC1 (stereo not given)	-10	6	0.2	-15	1	-2	-6	2	-2
O=C(Nc1ccccc1)c1cnc[nH]1	5	3	-1.7	-22	1	2	-10	1	-45
Cc1cccc(C)c1NC(=O)N1CCCC1C(=O)Nc1ccc(-n2cnnn2)cc1 (stereo not given)	-13	1	-1.3	-10	-5	-1	-2	-4	-6
O=C(CN1C(=O)C2CCCCC2C1=O)Nc1nc(-c2ccccn2)cs1 (stereo not given)	-20	1	-0.1	-28	4	-8	-11	5	49
O=C(c1cc(-c2ccccc2)nc2ccccc12)N1CCN(c2ccccn2)CC1	-5	8	-1.3	-10	5	-2	-7	7	-16
O=C(Nc1ccc(N2CCOCC2)cc1)C1(S(=O)(=O)c2ccccc2)CC1	-13	0	-0.5	9	7	2	-13	-2	-7
CCN(CC)c1ccc(/C=C(\C#N)C(N)=S)cc1	12	-6	1.9	18	/	10	-113	0	-4
C=CCn1c(C)cc(C)c(C#N)c1=O	2	7	0.6	2	0	-10	-3	3	6
CNC(=S)N/N=C(\C)c1ccc2c(c1)OCCO2	-3	0	0.8	27	-2	9	3	-5	-48
Cc1ccc(S(=O)(=O)NCCCN(C)C)cc1	-3	6	1.9	4	-6	-9	-7	1	16
O=C(O)CCCC(=O)Nc1ccccc1-n1ccnc1	10	1	-0.8	13	5	7	-20	-3	7
O=c1oc(-c2ccccc2NS(=O)(=O)c2ccccc2)nc2ccccc12	-6	2	-0.9	-6	2	-25	-16	0	8
CCOC(=O)CNC(=O)Nc1cc(C(C)(C)C)nn1-c1ccccc1	-8	3	-1.2	-8	2	-6	7	3	35
N#CC(=C1CCCC1)c1nc(-c2ccc(Cl)cc2)cs1	-5	-1	-0.5	1	6	2	-19	-1	28
CN(C)S(=O)(=O)c1ccc2c(c1)nc(CCC(=O)O)n2C	-16	0	-0.4	4	3	8	1	-4	-20
CC(=O)c1cccc(CN2CCN(CCC(C)C)C(CCO)C2)c1 (stereo not given)	1	-3	0.1	26	/	10	-3	-3	17
CC(=O)Nc1ccc(S(=O)(=O)NCc2ccc(C(=O)NCc3ccc(Cl)cc3)cc2)cc1	-13	7	-3.8	-10	2	4	12	3	27
COc1cc(C(O)P(=O)(OCC(C)C)c2ccc(N(C)C)cc2)cc(OC)c1OC (stereo not given)	-6	3	1.6	4	/	12	-8	0	-15
CN(Cc1ccccc1)C(=O)c1nc2ccccn2c1CN1CCC(N2CCOCC2)CC1	-4	1	2.8	4	/	-22	-2	2	-7
COc1ccc(CNC(=O)COC(=O)c2n[nH]c3ccccc23)cc1	-4	1	-0.2	-5	1	10	-20	-4	-1
Cc1cc(C)cc(-n2c(C)cc(C(=S)N3CCOCC3)c2C)c1	-22	0	-0.8	-26	7	5	3	-4	35
COc1cccc(-c2cc(C(F)(F)F)nc(N3CCN(c4ccccc4)CC3)n2)c1	-10	6	-1.4	9	2	-15	-2	0	22
O=C(NCCc1c[nH]c2ccccc12)/C(=C\c1cccnc1)NC(=O)c1cccs1	-9	5	-1.8	13	-3	13	3	-6	1
CCN(CC)CCNC(=O)c1ccc(NC(=O)/C=C/c2cc(OC)c(OC)c(OC)c2)cc1	-4	2	3.3	-10	-1	10	3	5	13
COC(=O)c1cn(NC(=O)c2ccc(F)cc2)c(=O)c2ccccc12	-2	3	-2.5	-16	2	-23	-18	2	10
COc1ccc(/C=N/n2c(SC)nnc2-c2ccccc2)c(OC)c1OC	-13	79*	2.3	-21	7	-26	-10	86*	/
O=C(CC1S/C(=N/N=C/c2ccco2)NC1=O)Nc1ccccc1 (stereo not given)	4	9	1.2	9	-1	10	-5	0	16
Cc1c(Cl)cccc1NC(=S)N(CCCN1CCOCC1)Cc1ccco1	-7	5	-0.1	5	9	8	2	2	11
O=C(CSc1nnc(-c2ccc(Cl)cc2)n1-c1ccc(Cl)cc1)N/N=C/c1ccco1	-6	4	1.9	8	9	5	-33	1	68
COc1ccc(-c2nc(NC(=O)c3ccc(OCC(=O)Nc4ccc(F)cc4)c(OC)c3)sc2C)cc1	-7	5	1.1	5	8	4	-2	-1	63
CCCCCCOC(=O)/C=C/c1c(C)[nH]c(=O)[nH]c1=O	-1	3	-2.8	-12	-4	-9	-14	-1	37
COc1cc(=O)n(C)c2c(OCC3OC(C)(C)OC3(C)C)cccc12 (stereo not given)	-6	-1	-1.0	1	2	-2	0	0	14
CCCNC(=O)C1CNc2ccccc2O1 (stereo not given)	-7	3	0.0	10	-3	-18	1	-2	10
Cc1ccsc1C(=O)OCC(=O)NCC1CCCO1 (stereo not given)	-2	3	-1.3	19	2	11	-12	-5	21
O=C(NC1CCCc2ccccc21)C1CCN(S(=O)(=O)c2ccccc2)CC1 (stereo not given)	11	5	-0.8	-18	-6	-4	-2	5	3
O=C(CSc1ccc(-c2cccc([N+](=O)[O-])c2)nn1)NC1CCCC1	-9	4	9.5	-22	7	-7	-1	3	1
